# RXFP1 ag = qHTS Assay for Agonists of the Relaxin Receptor RXFP1; Potency, µM (series often up to 57.5 µM), without a hit: at the top dose activation, most hits filed as activators; 0.3% of 370,000 active; AID 2676, 2010; HEK293T-RXFP1 cAMP TR-FRET, 30 min; response scale: percent of porcine relaxin response, buffer zero; Relaxin receptor 1 (Homo sapiens), Q9HBX9; further: potency means the concentration at half of the fitted maximal effect; on the % scale 0 is the no-effect control and ±100 the full control effect; nearly all actives have a fitted effect of over 60% in size; many of its hits are not listed in these tables
# Target sequence (Q9HBX9 whole entry, looked up): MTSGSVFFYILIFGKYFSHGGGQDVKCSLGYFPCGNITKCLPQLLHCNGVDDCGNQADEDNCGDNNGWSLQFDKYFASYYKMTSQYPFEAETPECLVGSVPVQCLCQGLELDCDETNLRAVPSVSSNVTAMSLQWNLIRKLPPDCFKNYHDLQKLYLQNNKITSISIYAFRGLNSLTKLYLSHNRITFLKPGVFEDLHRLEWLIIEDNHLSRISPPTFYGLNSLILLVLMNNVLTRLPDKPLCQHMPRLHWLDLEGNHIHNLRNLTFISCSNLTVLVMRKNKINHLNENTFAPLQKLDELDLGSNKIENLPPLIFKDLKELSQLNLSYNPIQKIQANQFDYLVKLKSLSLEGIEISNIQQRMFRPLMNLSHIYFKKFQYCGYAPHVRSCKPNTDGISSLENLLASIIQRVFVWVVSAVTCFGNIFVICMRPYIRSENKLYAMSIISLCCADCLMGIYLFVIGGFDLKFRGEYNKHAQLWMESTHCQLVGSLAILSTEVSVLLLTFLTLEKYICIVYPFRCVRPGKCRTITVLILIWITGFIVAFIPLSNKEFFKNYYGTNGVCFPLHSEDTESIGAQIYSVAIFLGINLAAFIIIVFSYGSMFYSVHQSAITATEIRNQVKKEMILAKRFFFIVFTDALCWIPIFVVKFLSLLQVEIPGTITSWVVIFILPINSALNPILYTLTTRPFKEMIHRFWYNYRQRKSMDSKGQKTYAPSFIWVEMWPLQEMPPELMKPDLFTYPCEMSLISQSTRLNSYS
#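 HEK293T cells stably expressing RXFP1 were pretreated with the PDE4 inhibitor Ro 20174, exposed to compounds for 30 min at 37C, lysed, and cAMP was read by TR-FRET. Data normalized to buffer (basal) and 29 nM porcine relaxin (100%).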
# D1 PAM = Potentiators of Human D1 Dopamine Receptor: qHTS. HEK293 TREx D1 cells, calcium flux, dopamine EC20 potentiation. 0.036% of 360,000 active. potentiation, % at 10 µM; in the data active means potentiation above about 30%; further: 0% is about no effect
# D1 antag = Antagonist of Human D 1 Dopamine Receptor: qHTS; D(1A) dopamine receptor (Homo sapiens), P21728; HEK293 TREx D1 cells, calcium flux, dopamine EC80; stronger effect = lower value; activity change, negative = inhibition, % at 10 µM; 3.2% of 360,000 active; AID 504652, 2011; in the data active means activity change below about -30%; further: on the % scale 0 is the no-effect control and ±100 the full control effect
#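 Using tetracycline-induced force-coupled D1 Hek293 cells and a calcium dye, signals were followed for 180 s after compound, then for 180 s after EC80 dopamine, to detect inhibitors.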
# D2 potentiator = HTS Assay for Positive Allosteric Modulators of the Human D2 Dopamine Receptor: Primary Screen for Potentiators. D(2) dopamine receptor (Homo sapiens), P14416. potentiation, % at 10 µM. 0.34% of 340,000 active. AID 485347, 2010. HEK293 T-REx D2, calcium flux, EC20 dopamine potentiation;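 active means potentiation over 3 SD above the plate norm, cut at about 30% in these data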; further: 0% is about no effect
#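 Tetracycline-induced HEK293 T-REx cells force-coupled to calcium signalling expressed D2; compounds were pin-added after a 10 s baseline, read kinetically 180 s, then an EC20 dopamine challenge followed with a further 180 s calcium read.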
# D1 agonist = Allosteric Agonists of the Human D1 Dopamine Receptor: qHTS; HEK293 T-REx D1 cells, calcium flux, agonist mode; activation, % at 2 µM; 1% of 360,000 active; in the data active means activation above about 30%; further: 0% is about no effect
#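 Tetracycline-induced HEK293 TREx D1 cells, force-coupled to calcium signalling, were dye-loaded with a no-wash calcium kit. Compound was pin-added after a 10 s baseline. Fluorescence was read kinetically at 1 cycle/s for 180 s, with calcium rises flagged as agonism.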
# Vif-APOBEC3G blk = qHTS for Inhibitors of Vif-A3G Interactions: qHTS | DNA dC->dU-editing enzyme APOBEC-3G (Homo sapiens), Q9HC16 | HeLa A3G-eYFP + Vif (tagged APOBEC3G with the HIV-1 protein that degrades it), YFP fluorescence, overnight | Potency, µM (titrated, usually from 46.1 µM), without a hit: at the highest dose activity, negative = active, hits mostly inhibitors | 0.076% of 410,000 active | AID 602310, 2012;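 further: potency means the concentration at half of the fitted maximal effect; on the % scale 0 is the no-effect control and ±100 the full control effect; nearly all actives have a fitted effect of over 60% in size; hits raise eYFP signal because A3G escapes Vif-driven loss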
# Target sequence (Q9HC16 whole entry, looked up): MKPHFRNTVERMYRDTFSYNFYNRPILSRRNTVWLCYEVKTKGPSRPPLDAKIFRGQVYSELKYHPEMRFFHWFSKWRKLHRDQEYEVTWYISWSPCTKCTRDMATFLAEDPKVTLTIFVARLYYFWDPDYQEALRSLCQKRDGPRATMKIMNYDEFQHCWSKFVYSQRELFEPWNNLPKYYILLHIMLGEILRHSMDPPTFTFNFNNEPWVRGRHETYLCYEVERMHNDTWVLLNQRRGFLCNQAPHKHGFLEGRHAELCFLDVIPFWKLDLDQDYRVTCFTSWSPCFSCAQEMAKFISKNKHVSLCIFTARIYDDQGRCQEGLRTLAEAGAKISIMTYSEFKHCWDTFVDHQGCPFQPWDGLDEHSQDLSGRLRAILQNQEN
#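 Read-out is eYFP fluorescence (Ex 488/Em 500-530) from Vif-expressing HeLa A3G-eYFP cells; more signal means A3G escaped Vif-mediated degradation. Cells plated overnight, compound pinned in, incubated overnight at 37 deg C.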
# RXFP1 antagonist = qHTS Assay for Antagonists of the Relaxin Receptor RXFP1. 0.59% of 350,000 active. HEK293-RXFP1, relaxin-stimulated cAMP HTRF, 30 min; stronger effect = lower value. AID 1259400, 2018. Relaxin receptor 1 (Homo sapiens), Q9HBX9. activity change, negative = inhibition, % at 57.5 µM;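 active means activity change of -60% or lower, but not beyond a set lower limit; inconclusive means change between -60% and -40%, or beyond the set limit; inactive means change above -40%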; further: on the % scale 0 is the no-effect control and ±100 the full control effect
# Vif-A3F inh = qHTS for Inhibitors of Vif-A3F Interactions: qHTS. HeLa A3F-eYFP + Vif (tagged APOBEC3F with the HIV-1 protein that degrades it), YFP fluorescence increase. Potency, µM (doses to about 46.1 µM), for the others: at the top dose activity, negative = active. 0.2% of 390,000 active; further: potency means the concentration at half of the fitted maximal effect; % of control where 0% means no effect; nearly all actives have a fitted effect of over 65% in size
#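 HeLa cells stably expressing Vif plus C-terminally eYFP-tagged A3F were seeded, incubated overnight at 37 deg C, dosed with compound, incubated overnight again at 37 deg C. Yellow fluorescence (Ex 488/Em 500-530) reported blocked Vif-mediated A3F-eYFP degradation.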
# GRP78 ERSR act = qHTS for Inducers of the Endoplasmic Reticulum Stress Response (ERSR) in Human Glioma: qHTS; U87-MG GRP78 promoter luciferase reporter, 16 h; Potency, µM, inactives show at the top dose activation, usual class: activators; 0.02% of 420,000 active; further: potency means the concentration at half of the fitted maximal effect; series mostly up to about 76 µM; % of control where 0% means no effect; nearly all actives have a fitted effect of over 35% in size
#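 Stably transfected U87-MG human glioma cells carrying a GRP78-based luminescent sensor were seeded at 1000 cells/well, pin-dosed with compounds and incubated 16 h. Luciferase reagent was then added, and end-point luminescence was read after 10 min at room temperature.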
# An asterisk follows results filed as active; ? = inconclusive; . = no result given. Unless noted, the call rests on the fitted dose curve; in most records, active means well fitted curve in the direction sought with a large enough effect; inconclusive means small, poorly fitted or top-dose-only effect, or another doubt; inactive means no such curve, though single readings can be large; an effect the other way counts as inactive or inconclusive.
# Under each structure – GRP78 ERSR act, D2 potentiator, D1 PAM, Vif-A3F inh, D1 agonist, RXFP1 ag, D1 antag, RXFP1 antagonist, Vif-APOBEC3G blk
CC(=O)c1ccc(N2CCN(C(=O)C3CCN(S(=O)(=O)c4c(C)noc4/C=C/c4ccc(C)cc4)CC3)CC2)cc1
  4%, 12, 2, 4%, 4, -1.1%, 1, ., 4%
Cc1ccc(S(=O)(=O)Cc2ccc(C(=O)N3CCN(Cc4ccccc4)CC3)o2)cc1
  ., 51*, -4, ., 2, -0.8%, -9, ., .
C=CCNC(=O)c1cc(Cl)ccc1[N+](=O)[O-]
  0%, -4, 0, 4%, -1, 1.5%, 4, -5, 1%
COc1cc2[nH]c(C(=O)NCc3ccccc3)cc2c(OC)c1OC
  0%, -15, -9, -3%, 1, 3.9%, -36*, 9, -7%
COc1cccc(N2CCN(CC(=O)c3c(C)[nH]c4ccccc34)CC2)c1
  -5%, -17, -1, -1%, 4, 0.2%, -6, 6, 2%
CCC1CCc2[nH]nc(C(=O)O)c2C1 (configuration not stated)
  -3%, -3, 3, -6%, 2, 0.0%, -5, -3, 1%
CC(=O)c1cccc(NC(=O)CN2C(=O)c3cccnc3Oc3ccc(Cl)cc32)c1
  -4%, 10, 2, -9%, 1, -1.8%, -5, -1, -17%
C[C@H](NC(=O)c1nc[nH]c1C(=O)NCC(=O)OCc1ccccc1)C(=O)OCc1ccccc1
  -3%, 1, 0, 7%, 5, -1.9%, -5, ., 3%
CC(=O)c1ccccc1NS(=O)(=O)c1cc2c(cc1C)NC(=O)CO2
  -2%, -7, 0, 2%, 4, 26%, -17, -13, 3%
O=C(CNCc1ccccc1)Nc1ccc(F)cc1
  1%, 2, 6, 2%, 1, -2.4%, -12, -16, -6%
COC(=O)c1ccc(=O)c2nc3/c(=C/O)c(O)cc(=O)c3[nH]c12
  -5%, -2, -12, 6%, 0, -4.0%, 4, ., 0%
CC(=O)Oc1ccc(C(=O)Nc2ccc(C3(C#N)CCCC3)cc2)cc1
  4%, ., -5, 0%, 0, 15%, -10, -4, 4%
Cc1sc2nc(CSc3ccccc3)nc(N3CCOCC3)c2c1C
  -2%, 7, 1, -3%, 6, 6.1%, 1, -1, -2%
COc1ccc(-c2nc3c(-c4ccccc4)cnn3cc2C)cc1F
  4%, -1, 3, ?, 6, 0.0%, 9, -8, -5%
CC(C)c1ccc(-n2nnnc2SCC(=O)NC2CC2)cc1
  2%, 8, 2, 6%, 4, 0.8%, 6, 0, 1%
Cc1ccc(NC(=O)c2oc3ccccc3c2C)nc1
  10%, 5, 2, -6%, 4, -1.6%, 4, -11, -5%
Cc1c(NC(=O)C2CC=CCC2C(=O)O)c(=O)n(-c2ccccc2)n1C (configuration not stated)
  -3%, 9, -7, 0%, 2, -0.4%, -6, -1, 0%
CCc1cccc(NC(=O)CSc2nc(C)cs2)c1
  -5%, ., ., -4%, ., ., ., -8, 5%
CCOC(=O)c1[nH]c2ccccc2c1NC(=O)NC(C)C
  0%, -6, 0, -3%, 1, -7.7%, 1, -6, 0%
CCN(CC)S(=O)(=O)c1ccc(NC(=O)COc2cccc(-n3cnnn3)c2)cc1
  -4%, ., ., 5%, ., ., ., -13, -1%
Cc1ccc(NC2(C(F)(F)F)N=C(c3ccccc3)NC2=O)nc1 (configuration not stated)
  -2%, 12, -1, -19%, 0, 3.4%, 8, -4, 0%
O=S1(=O)c2ccccc2N(Cc2ccc(Cl)cc2F)c2ccccc21
  -3%, 11, -3, 5%, 1, -0.1%, 6, -19, -21%
COc1cc(S(=O)(=O)N(Cc2ccccc2)Cc2ccccn2)ccc1-n1cnnn1
  -3%, -4, -7, 2%, 1, 1.2%, -6, 10, -6%
COc1ccccc1CCNC(=O)C(=O)Nc1cc2c3c(c1)C(C)C(=O)N3CCC2 (configuration not stated)
  2%, 5, -4, -24%, 0, -0.1%, -7, -8, -11%
CCN(CC)c1ccc(S(=O)(=O)N2CCOCC2)cc1NC(=O)Cn1nc(C)c([N+](=O)[O-])c1C
  -2%, 1, -1, 17%, 0, 0.4%, 10, 10, 1%
CCC(=O)N1CCc2cc(S(=O)(=O)CCC(=O)NCCc3ccc(OC)c(OC)c3)ccc21
  -6%, 2, -9, 2%, 2, 0.6%, 8, 4, 0%
O=C(OCCOc1cccc(Cl)c1)c1ccc2ncsc2c1
  1%, 15, -9, 9%, 7, 1.9%, 2, -13, -14%
C#CCN(C[C@H]1[C@H](OC(=O)NCCCCCC)[C@H](OC(=O)NCCCCCC)C[C@@H](C(=O)OC)[C@H]1C(=O)OC)S(=O)(=O)c1ccc(C)cc1
  2%, ., ., -4%, ., ., ., 0, 1%
Cc1cc(O)cc(=O)n1Cc1ccccc1
  -5%, ., ., 5%, ., ., ., 0, 1%
Cn1ncc(N=Cc2ccccc2O)c1C(=O)Nc1ccccc1
  -3%, -1, 0, -8%, 1, -1.1%, -5, -9, -5%
CC(C)Cn1c2nc3ccccc3nc2c2c(=O)n(CCN3CCOCC3)cnc21
  0%, 0, 5, 9%, 1, 2.7%, -1, -6, 1%
O=C(CNS(=O)(=O)c1cccc(Br)c1)NCCCc1ccccc1
  -5%, -8, -4, 0%, 0, -1.7%, 1, -3, 1%
Cc1ccc(C2C(N)C(=O)N2c2ccc(C)cc2)cc1 (configuration not stated)
  -2%, -3, -5, -5%, 3, 6.9%, 1, 3, -1%
CC1(C)NC(=O)N(CC(O)CN(c2cccc([N+](=O)[O-])c2)S(=O)(=O)c2ccccc2)C1=O (configuration not stated)
  0%, -5, -6, -8%, 2, -0.4%, 8, -8, 3%
CC(=O)NC1=NN(C(C)=O)C(C)(c2ccc(C)cc2)S1 (configuration not stated)
  -7%, -4, 0, 7%, 3, 4.8%, 23, -14, -3%
CC(=O)OCC=C1CCC2C3CCC4=CC(=O)CCC4(C)C3C(O)CC12C (configuration not stated)
  -1%, ., ., 1%, ., ., ., 3, 1%
O=c1nc(N/N=C/C=C/c2ccccc2)cn[nH]1
  -5%, 7, -3, -3%, 3, 0.0%, 11, -11, 2%
NC(=O)c1cc(C(N)=O)nc(Cl)n1
  -5%, -9, -5, 1%, 2, 0.0%, 12, 5, -4%
COc1ccc(N(CC(=O)N2CCCCCC2)S(=O)(=O)c2ccccc2[N+](=O)[O-])c(OC)c1
  -7%, 6, ., 11%, 6, 2.6%, -17, 1, -2%
Cn1ncc(Cl)c1C(=O)N/N=C/c1ccccn1
  -1%, 1, -1, 3%, 5, 0.3%, 16, ., 2%
Fc1ccc(CNc2ncnc3c2c(-c2ccccc2)cn3-c2ccccc2)cc1
  -3%, 2, -3, 3%, 22, 2.9%, -2, -14, 1%
COc1ccc(/C(C)=N/N2C(C)CCCC2C)c(OC)c1 (configuration not stated)
  -8%, -12, 1, 0%, 2, -1.2%, 3, -22, 0%
Cc1ccc(-c2cc(C(=O)N3CCN(c4ccccc4O)CC3)c3ccccc3n2)o1
  4%, 8, 1, 0%, 3, -1.6%, 13, -3, -1%
CCOC(=O)c1c(C)oc2nc(C)nc(NCCCN3CCN(c4cc(C)ccc4C)CC3)c12
  -2%, -6, 4, -27%, 2, 1.1%, 14, -8, 0%
Cn1c(CO)cnc1SCc1c(Cl)cccc1Cl
  -2%, 21, -2, -14%, 3, -2.5%, -3, 2, -1%
CCOc1ccc(C(=O)C[n+]2ccc(C(=O)NCc3ccccc3)cc2)cc1
  -5%, -9, -6, 0%, 1, 1.1%, 8, 0, -1%
CCOC(=O)C(C(C)=O)c1nc(C)nc2c1nnn2Cc1ccccc1Cl (configuration not stated)
  -6%, 26, -3, -18%, 2, -1.1%, -9, 5, 0%
Cc1ccc2[nH]c(=O)c(CN(CC3CCCO3)C(=S)NCc3ccco3)cc2c1 (configuration not stated)
  -4%, -13, -1, -1%, 0, 6.1%, -2, 0, -3%
O=C(N/C(=C/c1cccc([N+](=O)[O-])c1)C(=O)N1CCOCC1)c1ccc(Br)cc1
  -5%, 7, 0, -1%, 1, -1.6%, 2, -13, -2%
O=Cc1cccn1-c1ncc(Br)cn1
  -1%, -8, 1, -26%, 1, 0.1%, -2, ?, 0%
CC1CCN(S(=O)(=O)c2ccc3nc(NCc4ccccc4)ccc3c2)CC1
  -1%, 4, -7, 3%, 7, -0.7%, -17, 2, 4%
COc1ccc(C(CNC(=O)COc2c(C)cc(C)cc2C)N2CCOCC2)cc1 (configuration not stated)
  -4%, -15, -5, 0%, 3, 1.0%, 7, -11, 1%
Cn1c(SCC(=O)Nc2sc3c(c2C#N)CCC3)nnc1C1COc2ccccc2O1 (configuration not stated)
  -4%, 0, 2, -6%, -1, 1.5%, -1, -5, -2%
COc1ccc(OC)c(NC(=O)CN2C(=O)C3(OCCCO3)c3ccccc32)c1
  -4%, ., 0, 1%, -1, 1.3%, 25, 0, -2%
O=[N+]([O-])/C(C(=C(Cl)Cl)N1CCOCC1)=C1\NCCO1
  4%, -7, -2, -9%, 4, -1.5%, 9, -17, 0%
O=C(CSc1nccc(=O)[nH]1)NN(c1ccccc1)c1ccccc1
  -4%, 4, 1, 3%, 0, -0.7%, -10, 1, -4%

# One compound at a time, as listed above.
# `CCOC(=O)c1[nH]c2ccccc2c1NC(=O)NC(C)C` in the list: GRP78 ERSR act = 0%; D2 potentiator = -6; D1 PAM = 0; Vif-A3F inh = -3%; D1 agonist = 1; RXFP1 ag = -7.7%; D1 antag = 1; RXFP1 antagonist = -6; Vif-APOBEC3G blk = 0%
# `CC(C)Cn1c2nc3ccccc3nc2c2c(=O)n(CCN3CCOCC3)cnc21` in the list: GRP78 ERSR act = 0%; D2 potentiator = 0; D1 PAM = 5; Vif-A3F inh = 9%; D1 agonist = 1; RXFP1 ag = 2.7%; D1 antag = -1; RXFP1 antagonist = -6; Vif-APOBEC3G blk = 1%

# An excerpt (hit frequency here may not be typical).
